Assay outcomes deposited in PubChem BioAssay by National Center for Advancing Translational Sciences (NCATS).
AmpC inh detg = qHTS Inhibitors of AmpC Beta-Lactamase (assay with detergent); P00811; AmpC hydrolysis of nitrocefin, absorbance 480 nm, 0.01% Triton; Potency, µM (series often up to 114 µM), for inactives: at the highest dose activity change, negative = inhibition, usual class: inhibitors; 370,000 tested, 0.041% active;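 also: potency is read from the fitted curve at half-maximal effect; 0% = no-compound wells and -100% = no-enzyme wells; nearly all actives have a fitted effect of over 25% in size; some results filed as inactive show a strong effect at the top dose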
Target sequence (P00811 whole entry, looked up): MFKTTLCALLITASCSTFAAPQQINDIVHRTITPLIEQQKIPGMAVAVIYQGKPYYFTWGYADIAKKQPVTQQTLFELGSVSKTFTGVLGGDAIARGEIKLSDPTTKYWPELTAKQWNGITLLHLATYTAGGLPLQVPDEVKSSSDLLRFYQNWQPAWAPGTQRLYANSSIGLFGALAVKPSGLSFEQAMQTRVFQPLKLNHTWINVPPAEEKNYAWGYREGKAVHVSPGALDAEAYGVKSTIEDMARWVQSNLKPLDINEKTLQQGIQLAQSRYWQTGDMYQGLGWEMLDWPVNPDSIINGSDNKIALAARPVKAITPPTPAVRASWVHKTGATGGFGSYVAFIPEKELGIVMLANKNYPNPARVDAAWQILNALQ
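20 mM phosphate pH 7.0 + 0.01% (detergent screen) or 0.0001% Triton X-100; 5.3 nM AmpC reagent; cpd preinc 15 min RT; nitrocefin (800 uM stock) to start; A480 q20 s × 4 min; Activity was normalised to no-enzyme and no-compound control wells.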
Sm TGR block = qHTS Assay for the Inhibitors of Schistosoma Mansoni Peroxiredoxins. purified TGR, DTNB reduction, TNB absorbance 405 nm. Potency, µM (top dose mostly 114 µM), inactives show at the highest dose activity change, negative = inhibition, actives largely listed as inhibitors. 360,000 tested, 3% active; also: potency is read from the fitted curve at half-maximal effect; nearly all actives have a fitted effect of over 60% in size
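TGR 20 nM + NADPH 100 uM (dispensed conc.), cpd preinc 15 min RT; start with NADPH (500 uM addition) then DTNB (15 mM addition). Kinetic TNB absorbance, 405 nm filter. Four-parameter Hill fit across titration.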
LmPK inh = qHTS Assay for Inhibitors of Leishmania Mexicana Pyruvate Kinase (LmPK); Q27686; purified LmPK, Kinase-Glo ATP luminescence, 1 h; Potency, µM (titrated, usually from 57.5 µM), inactives show top-dose activity change, negative = inhibition, usual class: inhibitors; 290,000 tested, 0.37% active; AID 1721, 2009; also: potency is read from the fitted curve at half-maximal effect
Target sequence (Q27686 whole entry, looked up): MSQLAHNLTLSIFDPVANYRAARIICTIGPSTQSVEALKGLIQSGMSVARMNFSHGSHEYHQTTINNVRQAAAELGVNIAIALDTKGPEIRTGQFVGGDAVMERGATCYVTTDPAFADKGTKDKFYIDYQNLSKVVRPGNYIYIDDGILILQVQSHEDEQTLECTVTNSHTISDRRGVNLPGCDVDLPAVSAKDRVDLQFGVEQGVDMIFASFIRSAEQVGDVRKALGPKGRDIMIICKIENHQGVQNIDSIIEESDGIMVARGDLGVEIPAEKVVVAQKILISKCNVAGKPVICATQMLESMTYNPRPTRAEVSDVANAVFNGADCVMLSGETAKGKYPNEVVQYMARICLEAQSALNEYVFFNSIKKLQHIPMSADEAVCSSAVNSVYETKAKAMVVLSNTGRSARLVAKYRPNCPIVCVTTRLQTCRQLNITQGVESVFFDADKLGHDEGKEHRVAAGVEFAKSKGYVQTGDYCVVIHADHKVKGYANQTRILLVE
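Pyruvate kinase activity monitored as ATP production (luciferase luminescence). Conditions: 0.1 nM enzyme, 0.5 mM PEP, 0.1 mM ADP, 1 h, RT; normalized against uninhibited and no-enzyme wells.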
AMA1-RON2 inh = qHTS for Inhibitors of AMA1-RON; Towards Development of Antimalarial Drug Lead: Primary Screen | AID 720542, 2013 | Potency, µM (series often up to 58.2 µM), for the others: top-dose activity change, negative = inhibition, actives largely listed as inhibitors | Plasmodium falciparum AMA1 (3D7) - RON2 peptide interaction | AlphaScreen AMA1-biotinylated RON2 peptide binding | 360,000 tested, 0.2% active;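 also: potency is read from the fitted curve at half-maximal effect; 0% = vehicle wells and -100% = peptide control; nearly all actives have a fitted effect of over 45% in size; some results filed as inactive show a strong effect at the top dose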
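AMA1 (3D7) with his tag at 25 nM final met compounds first, then biotinylated RON2 peptide at 25 nM; detection used donor plus acceptor beads, 10 µg/mL apiece, read by AlphaScreen after 30 min at room temperature.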
HCMV inh = qHTS Assay for inhibitors of the human cytomegalovirus (HCMV) | HFF cells, HCMV-luciferase reporter, 72 h; active compounds read low | activity change, negative = inhibition, % at 57.5 µM | 410,000 tested, 4.5% active; in the data active = activity change below about -60%; inconclusive = no clear call, values can overlap the other calls; inactive = above about -39%
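HFF cells seeded 16 h at 37C, treated with compounds, infected with luciferase-reporter HCMV at MOI 1 PFU/cell; luciferase read at 72 h post infection, normalized to buffer-only and Salinomycin controls.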
AmpC no deterg = qHTS Inhibitors of AmpC Beta-Lactamase (assay without detergent); AmpC nitrocefin hydrolysis, absorbance 480 nm, 0.0001% Triton; Potency, µM (titrated, usually from 57.1 µM), for the others: at the highest dose activity change, negative = inhibition, most hits filed as inhibitors; 330,000 tested, 0.52% active;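 also: potency is read from the fitted curve at half-maximal effect; plate controls were no compound for no effect and no enzyme for full effect; nearly all actives have a fitted effect of over 20% in size; some results filed as inactive show a strong effect at the top dose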
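20 mM phosphate pH 7.0 + 0.01% (detergent screen) or 0.0001% Triton X-100; 5.3 nM AmpC reagent; cpd preinc 15 min RT; nitrocefin (800 uM stock) to start; A480 q20 s × 4 min; Activity was normalised to no-enzyme and no-compound control wells.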
TbPYK inhibitor = qHTS of Trypanosoma Brucei Inhibitors. Potency, µM (titrated, usually from 76.8 µM), for the others: top-dose activity, negative = inhibition, actives largely listed as inhibitors. 410,000 tested, 0.12% active. AID 624173, 2012. TbPYK enzyme, Kinase-Glo Plus ATP luminescence, 45 min. pyruvate kinase (Trypanosoma brucei), Q57TT1; also: potency is read from the fitted curve at half-maximal effect; nearly all actives have a fitted effect of over 50% in size
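Assay buffer: 50 mM TEA pH 7.2, 100 mM KCl, 10 mM MgCl2, 0.05% BSA, 0.01% Tween-20. Pyruvate kinase from T. brucei plus substrate met compound, then ADP (130 uM final). Luminescence was read post 45 min RT.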
Starred values were filed as active, the others as inactive; ? = inconclusive; · = no result given; [ ] = dose if it differs, or a comment. Unless noted, calls follow the shape of the dose curve; as a rule, active = well fitted curve in the direction sought with a large enough effect; inconclusive = small, poorly fitted or top-dose-only effect, or another doubt; inactive = no such curve, though single readings can be large; an effect the other way counts as inactive or inconclusive. Unless noted, % is scaled to controls: 0 for no effect and ±100 for the full control effect. The order is random, and some 7.4% of all compounds hit somewhere here.

Sequence of screens – LmPK inh, HCMV inh, AMA1-RON2 inh, TbPYK inhibitor, AmpC inh detg, Sm TGR block, AmpC no deterg
> Clc1cccc(N2CCNCC2)c1Cl
  2.5%, 26.1, 5.3%, -18.3%, ?, -6.7%, -20.0%
> CC1(C)C[C@@H](O)CC2(C1)C[C@]1(C)CC(O)[C@H]2C(C)(C)C1 (stereo partly drawn)
  ·, 30.5, -11.3%, 1.7%, ·, ·, ·
> Cc1c2cnn(CC(=O)N3CCC4(CC3)OCCO4)c(=O)c2c(C)n1Cc1cccc(Cl)c1
  2.8%, ?, -9.4%, -5.3%, -3.1%, -13.2%, 129.0%[activator]
> Cc1ccc(SCC(=O)OC(C)C(=O)NC2(C#N)CCCCC2)cc1 (stereo not drawn)
  ·, -25.2, -11.6%, -7.9%, 0.0%, 0.3%, -4.6%
> Cn1nc(C(F)(F)F)c(C#N)c1N1CCN(c2ccc(F)cc2)CC1
  0.3%, -72.6*, -5.7%, -2.3%, 1.2%, -14.7%, -7.9%
> CCOc1ccccc1N(CC(=O)NC1CCCC1)C(=O)CCCC(=O)Nc1ccccn1
  -3.5%, -10.5, -7.2%, -4.9%, -11.4%, 0.1%, 27.2%
> Cc1cc(OCC(=O)Nc2ccc(-c3nc4cc(Cl)ccc4o3)cc2)cc(C)c1Cl
  ·, 17.0, ·, 0.2%, -8.8%, 2.7%, ·
> Cc1nc(Cl)sc1C(=O)Nc1ccc2ccccc2c1
  -7.1%, -13.5, -15.6%, 4.9%, 0.2%, -4.3%, -16.7%
> CC(C)(C)c1ccccc1NC(=O)c1cnn2c(C(F)F)cc(-c3ccccc3)nc12
  ·, ?, ·, 1.2%, 22.5%, -0.7%, ·
> N#CCCN(C(=O)COC(=O)C1CCN(S(=O)(=O)c2ccc3c(c2)OCCO3)CC1)c1ccccc1
  ·, -17.0, -9.4%, -4.6%, -2.8%, 3.5%, 52.0%
> CCOC(=O)C1CCN(C(=O)c2cc(OCC)c(OCC)c(OCC)c2)CC1
  -15.3%, 33.9, 4.4%, -13.7%, ?, -5.3%, 40.0%
> COc1ccc(C)cc1-n1nnnc1SCc1nc(N)nc(N(C)C)n1
  ·, -22.4, 6.1%, 5.5%, ·, ·, ·
> CCOC(=O)C1CCCN(C(=O)Nc2c(-c3ccccc3)noc2C)C1 (stereo not drawn)
  -6.0%, -5.1, -17.4%, -0.8%, -6.6%, -13.5%, -8.2%
> CCOC(=O)C1CCN(C(=O)C2CC(=O)N(c3ccc(C)cc3)C2)CC1 (stereo not drawn)
  -13.0%, 22.5, 2.1%, -18.2%, 0.5%, -14.9%, -6.9%
> CCOc1ccc2c(c1)cc(CN(C(=O)CC)C1CCCCC1)c1nnnn12
  1.8%, -4.9, -4.0%, 4.0%, 3.3%, -11.9%, 96.2%[activator]
> O=C(Nc1ccc2c(c1)OCO2)N1CCOCC1
  -18.4%, 41.0, -7.6%, -2.9%, ?, -15.1%, -21.5%
> CN(c1ccccc1)S(=O)(=O)c1cccc(NC(=O)C2CC(=O)N(Cc3ccccc3)C2)c1 (stereo not drawn)
  3.1%, -27.6, -4.0%, 2.7%, -6.8%, -2.9%, 26.8%
> O=C(CSc1nc2c(oc3ccccc32)c(=O)n1CC1CCCO1)NCc1ccc(F)cc1 (stereo not drawn)
  ·, -35.0, -3.7%, 1.5%, -8.9%, 1.7%, -3.0%
> COc1ccc(OC)c(S(=O)(=O)N2CCCC(C(=O)NCc3ccco3)C2)c1 (stereo not drawn)
  0.3%, 13.5, -5.5%, -8.9%, ?, ?, 8.5%
> COC(=O)C(CCSC)NC(=O)CNS(=O)(=O)c1ccc(Br)cc1 (stereo not drawn)
  -3.2%, 22.8, -4.2%, 2.3%, -10.4%, ?, -3.9%

Whole records from above. Values in the order: LmPK inh | HCMV inh | AMA1-RON2 inh | TbPYK inhibitor | AmpC inh detg | Sm TGR block | AmpC no deterg
CCOc1ccc2c(c1)cc(CN(C(=O)CC)C1CCCCC1)c1nnnn12 across the screens: 1.8% | -4.9 | -4.0% | 4.0% | 3.3% | -11.9% | 96.2%[activator]
CCOC(=O)C1CCCN(C(=O)Nc2c(-c3ccccc3)noc2C)C1 (stereo not drawn) across the screens: -6.0% | -5.1 | -17.4% | -0.8% | -6.6% | -13.5% | -8.2%
CC(C)(C)c1ccccc1NC(=O)c1cnn2c(C(F)F)cc(-c3ccccc3)nc12 across the screens: · | ? | · | 1.2% | 22.5% | -0.7% | ·
O=C(Nc1ccc2c(c1)OCO2)N1CCOCC1 across the screens: -18.4% | 41.0 | -7.6% | -2.9% | ? | -15.1% | -21.5%

(more compounds)
Sequence of screens – LmPK inh, HCMV inh, AMA1-RON2 inh, TbPYK inhibitor, AmpC inh detg, Sm TGR block, AmpC no deterg
> CCOC(=O)C(=O)Nc1nc(-c2ccccc2)c(-c2ccccc2)o1
  3.7%, 32.8, 17.6%, -5.2%, -8.9%, -5.3%, -37.3%
> CC(C)CCC1(CCNC(=O)c2cccs2)CCOC(C)(C)C1 (stereo not drawn)
  7.0%, 2.1, -7.3%, -11.4%, 1.9%, -0.2%, 30.3%
> COc1ccc(NC(=O)c2cccc(N3C(=O)C4CC=C(C)CC4C3=O)c2)c(OC)c1 (stereo not drawn)
  -7.6%, 2.8, 5.7%, -1.9%, -2.9%, 7.7%, 0.6%
> CC(C)Cn1c(C2CC(=O)N(c3ccccc3Cl)C2)nc2ccccc21 (stereo not drawn)
  ·, -19.6, ·, -10.3%, 11.4%, -1.8%, ·
> CC(OC(=O)C1CCN(S(=O)(=O)c2ccc(C(C)(C)C)cc2)CC1)C(=O)N(C)C1CCCCC1 (stereo not drawn)
  ·, ?, 0.0%, 7.5%, ·, ·, ·
> Cc1cccnc1NC(=O)CSc1ccc2c(c1)OCCO2
  ·, -5.4, 7.7%, 5.7%, -2.2%, -1.5%, -12.3%
> COc1ccc(N2CCN(C(=O)c3ccc(S(=O)(=O)N4CCOCC4)cc3)CC2)cc1
  -3.6%, -23.3, -5.9%, 14.6%, 0.4%, 4.2%, 98.5%[activator]
> COc1ccc(N2CCN(Cc3cc(=O)oc4cc(-c5ccccc5)c(O)cc34)CC2)cc1
  0.0%, -79.9*, -9.7%, -5.1%, -15.9%, -19.8%, -28.6%
> COCCN(C(=O)COC(=O)CC(C)c1ccccc1)c1c(N)n(Cc2ccccc2)c(=O)[nH]c1=O (stereo not drawn)
  ·, -16.5, 3.4%, -4.9%, ?, 1.4%, 41.6%
> CCc1ccc(N2C(=O)Cc3c2nc(N)c(C#N)c3N)cc1
  3.6%, 98.3, 44.4%[activator], -1.6%, -1.2%, 1.7%, 4.9%
> O=C(Nn1cnc2ccccc2c1=O)c1ccc(F)cc1Cl
  -7.1%, 54.8, -4.6%, -6.6%, -7.5%, -18.4%, 0.1%
> CCOC(=O)c1c(C)oc2ncnc(Nc3cc(C)cc(C)c3)c12
  ·, -6.6, ·, 1.4%, 18.6%, 1.7%, ·
> Cc1cc2nnc(SCC(=O)N(C)C3CCS(=O)(=O)C3)n2c2ccccc12 (stereo not drawn)
  -2.2%, -22.7, 0.9%, -16.8%, -4.6%, 1.4%, -13.4%
> CCCC(=O)N1CCN(c2ccc(NC(=S)NC(=O)c3cccc(C)c3)cc2)CC1
  -0.8%, ?, -5.9%, -2.7%, -1.5%, ?, 1.8%
> CC(C)(C)c1cc(Cc2ccccc2)[nH]n1
  10.5%, -6.9, -6.4%, 1.3%, ?, 0.2%, -12.3%
> CCCCCOC(=O)Cc1c(C)nc(-c2ccccc2)[nH]c1=O
  -2.5%, 8.7, -5.4%, -0.1%, -16.0%, 6.8%, -10.8%
> COc1cccc(C(=O)NCC(=O)OCc2ccc(F)cc2Cl)c1
  0.2%, ?, -7.9%, -4.1%, -12.6%, -11.4%, -20.4%
> COC(=O)c1ccc(/C=N/N2C(C)CCCC2C)cc1 (stereo not drawn)
  1.5%, -3.5, ?, 2.6%, 4.0%, -0.4%, -6.7%
> Cc1ccc(NC(=O)CC2SC3=NCCN3C2=O)cc1 (stereo not drawn)
  -0.2%, -27.5, -11.7%, 2.3%, -2.9%, 7.94µM*, -38.9%
> COc1ccccc1C(=O)Nc1cccc2nc(C)ccc12
  -6.1%, 0.4, 2.8%, -5.6%, -14.1%, -9.4%, -2.6%
> CCOC(=O)c1c(CN2CCC(C)CC2)n(C)c2cc(Br)c(OC)cc12
  4.1%, 5.1, -0.2%, 5.6%, 7.1%, 16.6%, -17.2%
> COc1cc(/C=N/NC(=O)c2ccc(Cn3cc([N+](=O)[O-])cn3)o2)cc(Br)c1O
  6.8%, -27.6, -13.1%, -3.2%, -2.1%, -6.8%, -37.2%
> COCc1c(Br)c(C)nc(OCC(=O)N/N=C/c2cc(C)n(-c3ccc([N+](=O)[O-])cc3)c2C)c1C#N
  7.9%, 17.9, 35.7%[activator], 0.1%, -9.6%, 2.7%, -14.6%
> COC(=O)c1ccccc1Oc1cnc2ccccc2n1
  1.2%, ·, -2.3%, -1.4%, -1.6%, 9.2%, -27.9%
> CC(=O)N1C(c2ccccc2)CC(=O)OC1c1ccc2c(c1)OCO2 (stereo not drawn)
  3.5%, 29.0, -1.7%, 9.6%, ?, ?, -18.7%
> CCC(C)(C)NC(=O)CN(CC1CCCO1)C(=O)CCC(=O)Nc1nccs1 (stereo not drawn)
  -3.4%, 12.8, 5.7%, -1.2%, -8.4%, -23.2%, 5.0%
> Cc1cccc(NC(=O)CC2SC(=NC3CCCCC3)NC2=O)c1 (stereo not drawn)
  -6.4%, 36.4, -2.7%, -23.6%, -6.9%, -8.2%, 5.7%
> Cc1ccc(N(C(=O)Nc2ccccc2)C2=NCC(C)S2)cc1 (stereo not drawn)
  12.1%, 31.7, -4.3%, -1.0%, -0.5%, -1.0%, ?
> O=S(=O)(/N=C/c1c(O)ccc2ccccc12)c1ccccc1
  -4.0%, 5.3, -11.4%, -6.4%, 3.3%, 39.8µM*, -25.1%
